Bioassay records (PubChem BioAssay)
UHRF1 MBD2 ctr – UHRF1 methyl-DNA binding inhibition; UHRF1 binding to methylated oligo, TR-FRET; inhibition, % at 4.4 µM; hit rate 0.75% among 370,000; AID 687016; in the data active = inhibition above about 21%;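 note: UHRF1 SRA domain binding a hemimethylated CpG hairpin DNA probe; 0% = median of test compound wells and 100% = reference inhibitor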
PLCg1 inh – PLC-gamma1 (human) inhibition, primary screen | purified PLC-gamma1, fluorogenic substrate, fluorescence | inhibition, % at 12.2 µM | hit rate 0.84% among 370,000 | AID 720700; in the data active = inhibition above about 9.5%
PLCb3 inh – inhibitors of human phospholipase C beta3 | hit rate 0.18% among 370,000 | inhibition, % at 12.2 µM | Purified PLC-beta3, fluorogenic substrate, fluorescence; in the data active = inhibition above about 11%;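 note: 0% = median of compound wells on plate and 100% = full blocker control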
KLK7 zymogen act – proKLK7 (human) activation, primary screen | purified proKLK7, EDANS-DABCYL substrate fluorescence; 100% is mature enzyme control, 0% vehicle | activation, % at 7 µM | hit rate 0.9% among 370,000;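 active = activation above the mean of all tested compounds plus 3 SD, computed per campaign excluding outliers beyond control limits, cut at about 13% in these data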
MBD2 inh – inhibitors of human MBD2 binding to methylated oligonucleotide. Q9UBB5. TR-FRET. inhibition, % at 4.4 µM. hit rate 0.31% among 370,000. AID 686964; in the data active = inhibition above about 13%
ASAP1 inh – inhibitors of human ASAP1 ArfGAP activity; Q9ULH1; ASAP1-stimulated ARF1 GTP hydrolysis, GDP FP detection; inhibition, % at 16.5 µM; hit rate 0.19% among 360,000; in the data active = inhibition above about 25%;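 note: 0% = vehicle with enzyme and substrate and 100% = no enzyme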
Tn7 DDE FP – DD(E)-Tn7 binding inhibition, primary FP screen | P02675 | FP displacement of FITC-Tn7 peptide from fibrin DD(E); 0% = median of compound wells per plate | inhibition, % at 8.3 µM | hit rate 0.13% among 370,000 | AID 720508;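 active = inhibition above the mean of compounds falling within the control limits plus 3 SD of them, cut at about 14% in these data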;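 note: 0% = plate median of compound wells and 100% = 10 µM Aha-Tn7 peptide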
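Assay system: Fibrin-DD(E) protein isolated from polymerized human fibrin clots; read-out basis: percent inhibition; medium: Tris/NaCl/CaCl2 buffer, pH 7.8; signal: FP measurement; incubation: 10 min plus 3 h, room temperature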
ARFGAP1 inh – inhibitors of rat ARFGAP1. Arfgap1-stimulated ARF1 GTP hydrolysis, GDP FP detection. inhibition, % at 16.5 µM. hit rate 0.26% among 360,000. AID 651572;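 active = inhibition above a per-plate limit, mean inhibition of low control wells plus 3 SD, cut at about 25% in these data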;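 note: 0% = DMSO wells with enzyme and 100% = wells lacking Arfgap1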
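Material: rat Arfgap1 GAP domain (His6, aa 1-136), purified enzyme. Also added: human ARF1(Δ1-17)-GTP substrate. Compound dosing: 16.5 µM single point, 1.26% DMSO. Timing: enzyme reaction 120 min at 25 °C after 20 min preincubation. Signal: GDP detection by fluorescence polarization. Read-out basis: percent inhibition of GAP-stimulated GDP formation, scaled between DMSO and no-Arfgap1 medians.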
DDE Tn6 FP inh – inhibitors of Tn6 peptide binding to human fibrin DD(E); P02675; Fibrin DD(E) TRITC-Tn6 fluorescence polarization displacement; inhibition, % at 8.3 µM; hit rate 0.21% among 370,000; AID 720509;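 active = inhibition above a per-campaign cutoff: mean of compounds within control limits plus 3 SD, cut at about 15% in these data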;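 note: 0% = median of all compound wells on the plate and 100% = blocking peptide control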
ADAM17 inh – inhibits human ADAM17; P78536; recombinant ADAM17, EDANS/DABCYL FRET peptide cleavage; inhibition, % at 6.95 µM; hit rate 0.83% among 370,000; AID 720648;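 active = inhibition above the mean of compounds lying between control limits plus 3 SD, set per campaign, cut at about 8.5% in these data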;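 note: 0% = DMSO-only wells as the low control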
* hit, by the source's call. Compounds as they come. About 4.1% of those tested had a hit in this group.

What do the screens show for `O=C(COc1ccccc1Cl)c1ccc[nH]1`?
UHRF1 MBD2 ctr: -0.5; PLCg1 inh: -3.9; PLCb3 inh: -2.0; KLK7 zymogen act: -0.1; MBD2 inh: -3.8; ASAP1 inh: -6.9; Tn7 DDE FP: -4.5; ARFGAP1 inh: 1.0; DDE Tn6 FP inh: 1.3; ADAM17 inh: 0.9

What do the screens show for `Cc1ccsc1/C=N/NC(=O)c1nnn(-c2nonc2N)c1-c1ccc2c(c1)OCO2`?
UHRF1 MBD2 ctr: 0.9; PLCg1 inh: -6.3; PLCb3 inh: -10.6; KLK7 zymogen act: -0.2; MBD2 inh: -0.1; ASAP1 inh: 15.5; Tn7 DDE FP: -5.4; ARFGAP1 inh: 8.3; DDE Tn6 FP inh: -4.8; ADAM17 inh: -0.7

How did CCCCCCN1CCN(C2CN(Cc3cn(Cc4cc(C)cc(C)c4)nn3)S(=O)(=O)C2)CC1 (stereo unspecified) do in these assays?
UHRF1 MBD2 ctr: 22.5*; PLCg1 inh: 1.3; PLCb3 inh: 4.8; KLK7 zymogen act: 0.0; MBD2 inh: 4.2; ASAP1 inh: -5.8; Tn7 DDE FP: -4.2; ARFGAP1 inh: 7.3; DDE Tn6 FP inh: 2.4; ADAM17 inh: -2.2

How did Cc1cc(Oc2ccc(=O)n(C)n2)nc(Oc2ccc(=O)[nH]n2)n1 do in these assays?
UHRF1 MBD2 ctr: 0.2; PLCg1 inh: 3.2; PLCb3 inh: 2.7; KLK7 zymogen act: 0.3; MBD2 inh: -0.7; ASAP1 inh: 0.1; Tn7 DDE FP: -0.6; ARFGAP1 inh: -2.2; DDE Tn6 FP inh: 8.8; ADAM17 inh: 5.3

How did Cc1nc(C)c(-c2ccc(SCc3cccc(F)c3)nn2)s1 do in these assays?
UHRF1 MBD2 ctr: 1.3; PLCg1 inh: 1.1; PLCb3 inh: -5.7; KLK7 zymogen act: -0.6; MBD2 inh: -2.2; ASAP1 inh: -8.0; Tn7 DDE FP: -0.3; ARFGAP1 inh: 4.2; DDE Tn6 FP inh: -2.6; ADAM17 inh: -0.7

What do the screens show for `Cc1ccc(-c2cc(C(=O)NCCN3CCOCC3)c3ccccc3n2)o1`?
UHRF1 MBD2 ctr: -3.5; PLCg1 inh: inactive; PLCb3 inh: inactive; KLK7 zymogen act: 48.6*; MBD2 inh: -3.0; ASAP1 inh: 6.0; Tn7 DDE FP: -7.4; ARFGAP1 inh: 1.1; DDE Tn6 FP inh: 1.4; ADAM17 inh: -149.4

Results for BrC(=C\c1ccccc1)/C=N/N1CCN(c2ccccc2)CC1 ?
UHRF1 MBD2 ctr: 0.6; PLCg1 inh: 4.3; PLCb3 inh: -0.8; KLK7 zymogen act: -0.9; MBD2 inh: -1.8; ASAP1 inh: -1.3; Tn7 DDE FP: -7.4; ARFGAP1 inh: 3.4; DDE Tn6 FP inh: 4.2; ADAM17 inh: -0.2

Results for Cc1ccc(NC(=O)C2=C(O)CCn3c2nc2ccccc23)cc1 ?
UHRF1 MBD2 ctr: 1.1; PLCg1 inh: 5.5; PLCb3 inh: 0.1; KLK7 zymogen act: -0.4; MBD2 inh: -0.6; ASAP1 inh: 8.7; Tn7 DDE FP: -2.2; ARFGAP1 inh: 21.6; DDE Tn6 FP inh: -10.7; ADAM17 inh: 1.4

How did S=C(NNc1nc(Nc2ccccc2)nc(N2CCCCC2)n1)NC1CCCCC1 do in these assays?
UHRF1 MBD2 ctr: -2.8; PLCg1 inh: -2.2; PLCb3 inh: 0.3; KLK7 zymogen act: -1.1; MBD2 inh: 1.9; ASAP1 inh: 11.4; Tn7 DDE FP: -1.8; ARFGAP1 inh: 22.1; DDE Tn6 FP inh: 3.5; ADAM17 inh: 3.0

What do the screens show for `CC(=O)Nc1ccc(N=Nc2ccccc2)cc1`?
UHRF1 MBD2 ctr: -3.2; PLCg1 inh: 3.3; PLCb3 inh: 4.3; KLK7 zymogen act: 0.4; MBD2 inh: -3.5; ASAP1 inh: 2.0; Tn7 DDE FP: -0.4; ARFGAP1 inh: -9.1; DDE Tn6 FP inh: -4.7; ADAM17 inh: -0.9

Two entries picked at random from the list so far, as already listed:
What do the screens show for `Cc1ccc(-c2cc(C(=O)NCCN3CCOCC3)c3ccccc3n2)o1`?
UHRF1 MBD2 ctr: -3.5; PLCg1 inh: inactive; PLCb3 inh: inactive; KLK7 zymogen act: 48.6*; MBD2 inh: -3.0; ASAP1 inh: 6.0; Tn7 DDE FP: -7.4; ARFGAP1 inh: 1.1; DDE Tn6 FP inh: 1.4; ADAM17 inh: -149.4

What do the screens show for `O=C(COc1ccccc1Cl)c1ccc[nH]1`?
UHRF1 MBD2 ctr: -0.5; PLCg1 inh: -3.9; PLCb3 inh: -2.0; KLK7 zymogen act: -0.1; MBD2 inh: -3.8; ASAP1 inh: -6.9; Tn7 DDE FP: -4.5; ARFGAP1 inh: 1.0; DDE Tn6 FP inh: 1.3; ADAM17 inh: 0.9

Following part
How did COCCNC(=O)C(c1ccc(OC)cc1)N(C(=O)Cn1nnc2ccccc21)c1cccnc1 (stereo unspecified) do in these assays?
UHRF1 MBD2 ctr: 7.3; PLCg1 inh: 0.7; PLCb3 inh: -2.6; KLK7 zymogen act: -0.1; MBD2 inh: 6.1; ASAP1 inh: 0.4; Tn7 DDE FP: 3.5; ARFGAP1 inh: -0.8; DDE Tn6 FP inh: 0.7; ADAM17 inh: -4.3

What do the screens show for `COc1ccccc1C1/C(=C(\O)c2ccc3c(c2)OCCO3)C(=O)C(=O)N1CCCn1ccnc1` (stereo unspecified)?
UHRF1 MBD2 ctr: -10.1; PLCg1 inh: -3.8; PLCb3 inh: -12.7; KLK7 zymogen act: 0.2; MBD2 inh: -4.9; ASAP1 inh: 2.1; Tn7 DDE FP: 0.0; ARFGAP1 inh: 4.2; DDE Tn6 FP inh: -2.9; ADAM17 inh: 2.9

What do the screens show for `COC(=O)[C@]12C[C@H](CC(=O)NCCc3ccccc3OC)C(=O)N(Cc3ccco3)C1=C[C@H](C(C)(C)C)O[C@@H]2C`?
UHRF1 MBD2 ctr: 0.8; PLCg1 inh: -0.7; PLCb3 inh: -1.8; KLK7 zymogen act: -0.1; MBD2 inh: 0.3; Tn7 DDE FP: 1.0; DDE Tn6 FP inh: -2.8; ADAM17 inh: 0.8

How did CCCCn1c(C(C)NC(=O)c2cccs2)nc2ccccc21 (stereo unspecified) do in these assays?
UHRF1 MBD2 ctr: -0.4; PLCg1 inh: 1.7; PLCb3 inh: 2.6; KLK7 zymogen act: 0.1; MBD2 inh: 2.5; ASAP1 inh: 1.0; Tn7 DDE FP: 4.9; ARFGAP1 inh: 3.5; DDE Tn6 FP inh: 10.0; ADAM17 inh: -6.0

How did Cn1c(SCc2c(F)cccc2Cl)nc2ccccc2c1=O do in these assays?
UHRF1 MBD2 ctr: 6.4; PLCg1 inh: 6.0; PLCb3 inh: -3.5; KLK7 zymogen act: 0.1; MBD2 inh: -0.6; ASAP1 inh: 7.1; Tn7 DDE FP: -0.4; ARFGAP1 inh: 0.3; DDE Tn6 FP inh: 2.0; ADAM17 inh: -4.8

Results for Cc1ccc(NC(=O)COc2ccc(/C=C3/SC(=Nc4ccccc4)N(Cc4cccnc4)C3=O)cc2)cc1 ?
UHRF1 MBD2 ctr: 2.9; PLCg1 inh: -0.7; PLCb3 inh: -1.0; KLK7 zymogen act: 0.2; MBD2 inh: 2.2; ASAP1 inh: 5.8; Tn7 DDE FP: -6.7; ARFGAP1 inh: 13.1; DDE Tn6 FP inh: -8.7; ADAM17 inh: -6.2

Results for O=C(Oc1cccnc1)c1ccc(Cl)cc1 ?
UHRF1 MBD2 ctr: -2.4; PLCg1 inh: 0.8; PLCb3 inh: 3.0; KLK7 zymogen act: 0.5; MBD2 inh: -4.5; ASAP1 inh: -0.7; Tn7 DDE FP: 0.5; ARFGAP1 inh: 0.9; DDE Tn6 FP inh: -0.8; ADAM17 inh: 0.0

Results for O=C(CN1CCCCC1)NNC(=O)c1ccc([N+](=O)[O-])cc1 ?
UHRF1 MBD2 ctr: 1.9; PLCg1 inh: 1.8; PLCb3 inh: -8.8; KLK7 zymogen act: -0.2; MBD2 inh: 1.4; ASAP1 inh: -2.4; Tn7 DDE FP: -2.0; ARFGAP1 inh: -2.8; DDE Tn6 FP inh: -1.2; ADAM17 inh: -6.0

Results for CCOC(=O)Cc1csc(NC(=O)c2ccco2)n1 ?
UHRF1 MBD2 ctr: -0.3; PLCg1 inh: 0.9; PLCb3 inh: 0.3; KLK7 zymogen act: 0.4; MBD2 inh: -2.1; ASAP1 inh: 7.0; Tn7 DDE FP: -3.6; ARFGAP1 inh: -8.0; DDE Tn6 FP inh: 4.3; ADAM17 inh: -4.5

Results for Cc1nc(N2CCN(c3ccccc3)CC2)nc2c1C(=O)CC(C)C2 (stereo unspecified) ?
UHRF1 MBD2 ctr: -0.6; PLCg1 inh: 2.2; PLCb3 inh: 0.9; KLK7 zymogen act: -0.4; MBD2 inh: -2.7; ASAP1 inh: -2.3; Tn7 DDE FP: 6.5; ARFGAP1 inh: -8.8; DDE Tn6 FP inh: 7.1; ADAM17 inh: -0.8

How did Clc1ccc(COn2nnc3ccccc32)c(Cl)c1 do in these assays?
UHRF1 MBD2 ctr: -0.8; PLCg1 inh: -2.1; PLCb3 inh: -2.4; KLK7 zymogen act: 0.2; MBD2 inh: -0.4; ASAP1 inh: -6.8; Tn7 DDE FP: 6.2; ARFGAP1 inh: -2.5; DDE Tn6 FP inh: -0.1; ADAM17 inh: -0.4

How did O=C(OCC(=O)N1CCCc2ccccc21)c1ccc(C(F)(F)F)cc1 do in these assays?
UHRF1 MBD2 ctr: 1.7; PLCg1 inh: 4.9; PLCb3 inh: -6.3; KLK7 zymogen act: -0.4; MBD2 inh: 5.1; ASAP1 inh: 17.2; Tn7 DDE FP: -4.9; ARFGAP1 inh: 2.5; DDE Tn6 FP inh: -10.8; ADAM17 inh: 1.8

Results for CC1CCc2sc(C(=O)N/N=C/c3ccc(O)cc3)cc2C1 (stereo unspecified) ?
UHRF1 MBD2 ctr: -3.7; PLCg1 inh: -180.3; PLCb3 inh: -260.7; KLK7 zymogen act: 0.2; MBD2 inh: 0.9; ASAP1 inh: 6.9; Tn7 DDE FP: -0.9; ARFGAP1 inh: 6.6; DDE Tn6 FP inh: -4.5; ADAM17 inh: -1.3

What do the screens show for `COc1ccccc1C(CNC(=O)c1cccc(S(=O)(=O)NCc2ccccc2)c1)N(C)C` (stereo unspecified)?
UHRF1 MBD2 ctr: 1.1; PLCg1 inh: -0.5; PLCb3 inh: -8.9; KLK7 zymogen act: -0.5; MBD2 inh: -6.5; ASAP1 inh: 7.2; Tn7 DDE FP: 1.8; ARFGAP1 inh: 14.1; DDE Tn6 FP inh: -2.3; ADAM17 inh: -2.6

How did COC(=O)c1cc(NC(=O)c2cc(C(C)(C)C)nn2Cc2ccc(F)cc2)ccc1N1CCOCC1 do in these assays?
UHRF1 MBD2 ctr: -0.6; PLCg1 inh: -18.4; PLCb3 inh: -30.7; KLK7 zymogen act: -1.3; MBD2 inh: 1.8; ASAP1 inh: 7.7; Tn7 DDE FP: 4.4; ARFGAP1 inh: -5.9; DDE Tn6 FP inh: -2.6; ADAM17 inh: 1.3
